High-throughput results deposited in PubChem by National Center for Advancing Translational Sciences (NCATS).
HT1080 IDH1KD tx = qHTS for induction of synthetic lethality in tumor cells producing 2HG: qHTS for the HT-1080-IDH1KD cell line; Potency, µM (titrated, usually from 46.1 µM), for inactives: top-dose activity, negative = toxicity, hits mostly cytotoxic; AID 686971, 2013; HT-1080 IDH1 knockdown viability, ATP luminescence, 48 h; 360,000 compounds, 2% hits;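 note: 0% = DMSO wells and -100% = cell-free medium wells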
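Using the IDH1-knockdown HT-1080 line run in the same batch and compound series as the NT line, viability after 48 h at 37 °C was determined by CellTiter-Glo luminescence and expressed as % activity.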
HT1080-NT tox = qHTS for induction of synthetic lethality in tumor cells producing 2HG: qHTS for the HT-1080-NT fibrosarcoma cell line; HT-1080-NT fibrosarcoma viability, CellTiter-Glo ATP luminescence, 48 h; Potency, µM (top dose mostly 46.1 µM), for the others: at the highest dose activity, negative = less viability, hits mostly cytotoxic; 360,000 compounds, 1.6% hits; AID 686970, 2013;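 note: NT is the 2HG producing partner of a matched IDH1 knockdown line; 0% = DMSO-treated cells and -100% = media-only wells without cells; nearly all actives have a fitted effect of over 55% in size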
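Viability by CellTiter-Glo luminescence after 48 h compound exposure at 37C of HT-1080-NT cells (750/well, RPMI, 5% FBS). % activity scaled between DMSO wells and medium-only wells, then curve-fitted and categorized by curve class.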
KB-3-1 cytotox = qHTS assay for MDR1-selective chemotherapeutics: Primary screen using the parental adenocarcinoma cell KB-3-1; 400,000 compounds, 1.4% hits; AID 1347075, 2019; KB-3-1 viability, CellTiter-Glo ATP luminescence, 72 h; Potency, µM (doses to about 46.1 µM), for inactives: at the highest dose activity change, negative = cytotoxic, most hits filed as cytotoxic; note: % is set by controls: 0 for no effect and ±100 for the full control effect; nearly all actives have a fitted effect of over 60% in size
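Here the drug-naive KB-3-1 line serves as comparator for MDR sub-line selectivity; cells received compound titrations, 72 h at 37 °C, then CellTiter-Glo readout.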
TDP-43 yeast inh = qHTS of TDP-43 Inhibitors | TDP-43 expressing yeast growth rescue, BacTiter-Glo, 24 h | Potency, µM (doses to about 46.1 µM), for the others: at the highest dose growth rescue (activation), hits mostly activators | 410,000 compounds, 1.8% hits; note: % of control where 0% means no effect; nearly all actives have a fitted effect of over 50% in size
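Cell-based yeast growth screen: TDP-43 expression induced in galactose, inoculum OD600=0.02 after raffinose pregrowth to mid-log. Read-out BacTiter-Glo luminescence at 24 hr, 30 deg C; inhibition of toxicity seen as signal increase.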
GLP1R ag = qHTS of GLP-1 Receptor Agonists. Glucagon-like peptide 1 receptor (Homo sapiens), P43220. HEK293 GLP-1R CRE-luciferase, luminescence, 4-6 h; cells express a hypersensitive GLP-1R form. Potency, µM (doses to about 45.6 µM), without a hit: at the top dose activation, most hits filed as activators. 380,000 compounds, 0.007% hits. AID 624172, 2012; note: % of control where 0% means no effect
Target sequence (P43220 whole entry, looked up): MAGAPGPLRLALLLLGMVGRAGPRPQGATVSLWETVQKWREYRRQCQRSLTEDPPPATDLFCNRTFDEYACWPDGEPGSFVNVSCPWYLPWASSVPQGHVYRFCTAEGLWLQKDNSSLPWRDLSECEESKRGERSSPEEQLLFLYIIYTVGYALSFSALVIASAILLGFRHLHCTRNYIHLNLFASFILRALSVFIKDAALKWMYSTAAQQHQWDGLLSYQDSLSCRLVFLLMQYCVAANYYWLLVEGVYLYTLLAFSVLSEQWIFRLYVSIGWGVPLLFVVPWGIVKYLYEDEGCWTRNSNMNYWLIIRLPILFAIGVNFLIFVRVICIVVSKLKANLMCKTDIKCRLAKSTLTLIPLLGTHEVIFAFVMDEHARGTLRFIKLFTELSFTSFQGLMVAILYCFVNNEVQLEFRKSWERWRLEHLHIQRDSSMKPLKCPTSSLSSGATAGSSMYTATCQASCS
SW480 rereplic = A quantitative high throughput screen for small molecules that induce DNA re-replication in SW480 colon adenocarcinoma cells; SW480 DNA re-replication, Hoechst DNA content imaging, 48 h; Potency, µM (series often up to 46.1 µM), for inactives: at the top dose re-replication activation, hits mostly activators; 340,000 compounds, 1.8% hits; AID 624297, 2012; note: % of control where 0% means no effect; nearly all actives have a fitted effect of over 55% in size
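First, 250 cells per well were seeded. Next, compound or vehicle (23 nL) was pinned in, plates sat 48 hr at 37 C. Finally Hoechst was added for 40 min before fluorescence scanning.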
GLP1R inv ag = qHTS of GLP-1 Receptor Inverse Agonists (Inhibition Mode) | 410,000 compounds, 1.6% hits | HEK293 GLP-1R CRE-luciferase, luminescence, 24 h; GLP-1R form is constitutively active | Glucagon-like peptide 1 receptor (Homo sapiens), P43220 | Potency, µM (highest dose often 38.3 µM), inactives show top-dose activity change, negative = inhibition, hits mostly inhibitors; note: % is set by controls: 0 for no effect and ±100 for the full control effect; nearly all actives have a fitted effect of over 55% in size
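GLP-1R inverse agonism mode: basal reporter luminescence in engineered HEK293 cells measured after one day of compound exposure at 37 deg C, with a 12 min room-temperature detection step.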
KB-V1 MDR tox = qHTS assay for MDR1-selective chemotherapeutics: Primary screen using the drug-selected MDR subline cells KB-V1. KB-V1 MDR cells viability, CellTiter-Glo, 72 h. 400,000 compounds, 3.4% hits. AID 1347076, 2019. Potency, µM (highest dose often 46.1 µM), for the others: top-dose activity change, negative = cytotoxicity, hits mostly cytotoxic; note: % is set by controls: 0 for no effect and ±100 for the full control effect; nearly all actives have a fitted effect of over 60% in size
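Luminescent ATP read-out (CellTiter-Glo, 10 min) measures survival of drug-selected KB-V1 MDR cells after 72 h, 37 degrees C compound exposure. Medium: phenol-red-free DMEM, 10% FBS. Values from fitted concentration-response curves.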
HEK293 tox = qHTS of GLP-1 Receptor Inverse Agonists: Cytotox Screen | HEK293 cAMP-luciferase reporter cells, luminescence, 24 h | Potency, µM (top dose mostly 38.3 µM), for inactives: at the highest dose activity change, negative = inhibition, actives largely listed as inhibitors | 410,000 compounds, 0.13% hits | AID 624418, 2012;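 note: loss of luciferase light is scored as toxicity; % is set by controls: 0 for no effect and ±100 for the full control effect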
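Seeding density was 200 cells/uL; after overnight-length (12 h) culture, 23 nL compounds went on for 24 h at 37 °C. Readout used a luciferase detection reagent, luminescence taken after 12 min at room temperature.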
Numbers without * were called inactive; u = inconclusive; x = not tested or not shown; & = joins results of further samples; [ ] = dose if it differs, or a comment. Calls come from the whole dose curve; as a rule, active = well fitted curve in the direction sought with a large enough effect; inconclusive = small, poorly fitted or top-dose-only effect, or another doubt; inactive = no such curve, though single readings can be large; an effect the other way counts as inactive or inconclusive. Potency is the fitted concentration of half-maximal effect.

Keys: A = HT1080 IDH1KD tx; B = HT1080-NT tox; C = KB-3-1 cytotox; D = TDP-43 yeast inh; E = GLP1R ag; F = SW480 rereplic; G = GLP1R inv ag; H = KB-V1 MDR tox; I = HEK293 tox
O=C(O)CCCCCCCCc1cn(CCc2c[nH]c3ccccc23)nn1
  A: -1% | B: -7% | C: 9%&10% | D: 13µM* | E: 0% | F: -6% | G: -2% | H: 12%&5% | I: 5%
Cc1ccc(-n2c(=O)c3ccc(C(=O)NCc4ccco4)cc3n(Cc3ccccc3Cl)c2=O)cc1
  A: x | B: x | C: 4% | D: -4% | E: x | F: x | G: 9% | H: 6% | I: 5%
CC(Sc1nc2ncc(Cl)cc2[nH]1)C(=O)Nc1ccccc1[N+](=O)[O-] (centres undefined)
  A: -12% | B: -9% | C: -25% | D: 9% | E: -1% | F: x | G: -18% | H: u | I: -17%
COC(=O)CN1C(=O)[C@H]2[C@@H](c3ccc(C)o3)N3C(=O)CN(CCO)C(=O)[C@@]3(Cc3ccccc3)[C@H]2C1=O
  A: 16% | B: 4% | C: 0% | D: 26% | E: -5% | F: -5% | G: -15% | H: 0% | I: -15%
CC1(Oc2ccc(CC#N)cc2)CCN(Cc2ccc(-n3ccnc3)cc2)C1 (centres undefined)
  A: 18% | B: 27% | C: 0% | D: 11% | E: 6% | F: x | G: 2% | H: -5% | I: 2%
Fc1ccc(COc2ccccc2C(=S)N2CCCC2)cc1
  A: 16% | B: -1% | C: 12% | D: -94%[inhibitor] | E: 7% | F: 2% | G: -35% | H: 3% | I: 1%
CN(C)/C=N/c1ncc(-c2ncc(C(F)(F)F)cc2Cl)cn1
  A: 12% | B: 15% | C: u | D: 6% | E: -1% | F: 11% | G: 9% | H: 10µM* | I: -9%
O=C1c2ccccc2C(=O)N1CCCc1cn(C[C@H]2CC[C@@H]([C@@H]3CC[C@H](Cn4cc(CCCN5C(=O)c6ccccc6C5=O)nn4)O3)O2)nn1
  A: 5% | B: 10% | C: 10% | D: 0% | E: 2% | F: -46%[inhibitor][9.22 µM] | G: 7% | H: -9% | I: 1%
C/C(=N\NS(C)(=O)=O)c1ccc(C)cc1
  A: -7% | B: -2% | C: 0% | D: -10% | E: 5% | F: 0% | G: 0% | H: 28% | I: 5%
CCOC(=O)CC(=O)CSc1ncnc2c1nnn2-c1ccc(OC)cc1
  A: 18% | B: 5% | C: -1% | D: u | E: 3% | F: -4% | G: 9% | H: -14% | I: -14%
COc1ccc(S(=O)(=O)Nc2ccccc2C(=O)NC2CC2)cc1NC(C)=O
  A: 3% | B: 0% | C: 6% | D: 22% | E: -7% | F: -11% | G: 3% | H: 0% | I: -4%
COc1ccc(CNC(=O)c2cnn(-c3ccc(F)cc3)c2-n2cccc2)cc1
  A: x | B: x | C: 10% | D: -58%[inhibitor] | E: 2% | F: x | G: -23% | H: u | I: -4%
Cc1onc(-c2ccccc2)c1C(=O)N/N=C/c1cc(Br)c(Br)o1
  A: u | B: -12% | C: u | D: -12% | E: -1% | F: 10% | G: 0% | H: -8% | I: 0%
COc1ccc(-c2noc(CCCC(=O)NC3CCCC3)n2)cc1
  A: -24% | B: -10% | C: u | D: -7% | E: 10% | F: -9% | G: u | H: u | I: 6%
CCN(CC(=O)Nc1ccc2c(c1)OCCO2)C(=O)C(C)Oc1ccc(Cl)cc1 (centres undefined)
  A: 3% | B: -9% | C: -4% | D: -4% | E: 12% | F: u | G: -22% | H: -9% | I: 5%

Arranged by value in GLP1R inv ag (highest first): some entries from above
Compound	GLP1R ag	GLP1R inv ag
CCOC(=O)CC(=O)CSc1ncnc2c1nnn2-c1ccc(OC)cc1	3%	9%
COC(=O)CN1C(=O)[C@H]2[C@@H](c3ccc(C)o3)N3C(=O)CN(CCO)C(=O)[C@@]3(Cc3ccccc3)[C@H]2C1=O	-5%	-15%
CC(Sc1nc2ncc(Cl)cc2[nH]1)C(=O)Nc1ccccc1[N+](=O)[O-] (centres undefined)	-1%	-18%

(next part)
Keys: A = HT1080 IDH1KD tx; B = HT1080-NT tox; C = KB-3-1 cytotox; D = TDP-43 yeast inh; E = GLP1R ag; F = SW480 rereplic; G = GLP1R inv ag; H = KB-V1 MDR tox; I = HEK293 tox
O=S(=O)(c1ccccc1)N1CCN(CC2CC3C=CC2C3)CC1 (centres undefined)
  A: 4% | B: 9% | C: 1% | D: 14% | E: -5% | F: 0% | G: -18% | H: 1% | I: -24%
COc1ccc(S(=O)(=O)N(CC(=O)Nc2cc(C)on2)Cc2ccccc2)cc1
  A: 14% | B: -2% | C: 0% | D: 16% | E: 21% | F: 4% | G: -23% | H: 0% | I: 19%
COc1ccc(NC(=O)C2C3CC/C=C\CCC32)cc1 (centres undefined)
  A: 10% | B: 10% | C: 11% | D: -1% | E: 9% | F: 24% | G: -17% | H: -11% | I: -14%
CCOc1ccccc1-c1cc(C(=O)N2CCOCC2)c2ccccc2n1
  A: -1% | B: 0% | C: 0% | D: -29% | E: 1% | F: -3% | G: -1% | H: -6% | I: 2%
COc1ccc(C(CC(=O)Nc2ccc(C)cc2)NC(=O)C(F)(F)F)cc1 (centres undefined)
  A: 11% | B: 1% | C: 8% | D: -23% | E: -6% | F: 0% | G: -2% | H: 12% | I: -5%
COc1ccc(-c2nc3ccccc3c(=O)[nH]2)cc1
  A: u | B: u | C: -1% | D: 0% | E: 1% | F: 1% | G: -27% | H: -3% | I: -18%
COC(=O)c1cc(=O)nc(NN=Cc2ccc(OC)cc2)s1
  A: 5% | B: u | C: 0% | D: 11% | E: -3% | F: x | G: 27% | H: 5% | I: 7%
CSc1ccc(/C=N/N2CCN(c3ccccc3)CC2)cc1
  A: 3% | B: -6% | C: -19% | D: 3% | E: 1% | F: 0% | G: -3%[7.66 µM] | H: -1% | I: 2%[7.66 µM]
O=C1CN(C(=O)CSc2ccccn2)c2ccccc2N1
  A: 1% | B: 9% | C: 35% | D: -6% | E: 1% | F: -8% | G: 10% | H: 25% | I: -13%
Cc1coc2c(C)c3oc(=O)cc(-c4ccccc4)c3cc12
  A: 7% | B: 4% | C: 0% | D: -14% | E: 0% | F: -1% | G: 0% | H: 2% | I: -9%
Cn1c(CSc2ncccn2)nnc1SCC(=O)N1CCCCC1
  A: 4% | B: 9% | C: 1% | D: -29% | E: -14% | F: -3% | G: 0% | H: -6% | I: 5%
CC(=O)c1cc(CN2CCC(n3nccc3NC(=O)c3ccccc3Cl)CC2)cs1
  A: 7% | B: 1% | C: x | D: 3% | E: -3% | F: 0% | G: 19% | H: x | I: -8%
c1ccc(-c2ccc(Oc3cc(N4CCOCC4)nc(-c4ccccc4)n3)cc2)cc1
  A: -23% | B: 0%[9.24 µM] | C: -1% | D: -13% | E: -10% | F: -9% | G: 3% | H: 7% | I: -5%
Cc1cccc(NC(=O)CN2C(=O)N/C(=C/c3ccc(C)o3)C2=O)c1
  A: 2% | B: 9% | C: 8% | D: 16% | E: -17% | F: -54%[inhibitor] | G: 12% | H: -4% | I: -10%
Cc1cc(C)cc(Cn2cc(CN3CC(N4CCN(C)CC4)CS3(=O)=O)nn2)c1 (centres undefined)
  A: 4% | B: 10% | C: 0% | D: 19% | E: 0% | F: x | G: 4% | H: 0% | I: 5%
N#Cc1ccccc1Cn1c(=O)n(CCCC(=O)NCc2ccc3c(c2)OCO3)c(=O)c2ccccc21
  A: 9% | B: 3% | C: 23% | D: 8% | E: 3% | F: u | G: -11% | H: 0% | I: -6%
CC(C)C(=O)NNS(=O)(=O)c1ccccc1
  A: 0% | B: 0% | C: 1% | D: -20% | E: -1% | F: 0% | G: 6% | H: u | I: -6%
O=C(CSc1ccccn1)Nc1ccc2[nH]c(=O)[nH]c2c1
  A: 7% | B: -1% | C: -5% | D: 12% | E: -3% | F: -15% | G: 5% | H: 7% | I: -2%
OCCC1CN(Cc2ccccc2O)CCN1CCCc1ccccc1 (centres undefined)
  A: -1% | B: 2% | C: -17% | D: 22% | E: -3% | F: -5% | G: u | H: -23% | I: 4%
CC(c1ccccc1)N(CCC(c1ccccc1)C1CCOC(C)(C)C1)C(=O)c1ccco1 (centres undefined)
  A: -2% | B: 7% | C: -2% | D: 20% | E: -39%[inhibitor] | F: -2% | G: 10µM* | H: 9.2µM* | I: -11%
COc1ccc(CC(=O)N2CCOCC2)cc1OC
  A: 7% | B: 13% | C: -2% | D: 8% | E: -3% | F: -3% | G: 11% | H: 26% | I: 3%
Cc1ccc(-c2nc3ncccn3c2N)cc1
  A: 18% | B: 19% | C: -14% | D: 8% | E: x | F: x | G: 9% | H: u | I: -10%
Cc1ccc(CNCC2CCCO2)o1 (centres undefined)
  A: 9% | B: 5% | C: -6% | D: 1% | E: 4% | F: -2% | G: 11% | H: 4% | I: -11%
CC(C)(C)NC(=O)CN(C(=O)c1ccc(CN2CCOCC2)o1)c1ccc2c(c1)OCCO2
  A: -1% | B: -2% | C: 21% | D: -24% | E: 1% | F: 4% | G: 6% | H: -19% | I: 7%
CN1CCN(CCCCOc2ccc(Br)cc2)CC1
  A: -3% | B: -10% | C: -4% | D: -8% | E: -2% | F: 5% | G: u | H: -3% | I: 3%
